AMPAR-TARP mod: modulators of AMPA receptor GluA2-stargazin complexes; O88602+P19491; HEK293 GluA2+stargazin, membrane potential dye (FDSS), glutamate EC50; hits were called plate by plate, in both directions; calls only at 30 µM; 40,000 compounds, 3.5% hits;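 active = any of four per-well response measures lying three or more SD from its plate-wide compound average, in either direction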
Target sequence (O88602 whole entry, looked up): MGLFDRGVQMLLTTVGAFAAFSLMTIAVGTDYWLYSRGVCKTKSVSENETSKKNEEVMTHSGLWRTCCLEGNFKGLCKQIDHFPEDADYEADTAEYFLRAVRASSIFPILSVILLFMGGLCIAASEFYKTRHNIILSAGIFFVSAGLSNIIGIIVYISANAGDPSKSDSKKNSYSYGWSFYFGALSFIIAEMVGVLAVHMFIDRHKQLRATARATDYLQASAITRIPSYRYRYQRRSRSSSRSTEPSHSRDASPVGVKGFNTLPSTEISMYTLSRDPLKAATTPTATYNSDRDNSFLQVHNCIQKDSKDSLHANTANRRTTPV
Target sequence (P19491 whole entry, looked up): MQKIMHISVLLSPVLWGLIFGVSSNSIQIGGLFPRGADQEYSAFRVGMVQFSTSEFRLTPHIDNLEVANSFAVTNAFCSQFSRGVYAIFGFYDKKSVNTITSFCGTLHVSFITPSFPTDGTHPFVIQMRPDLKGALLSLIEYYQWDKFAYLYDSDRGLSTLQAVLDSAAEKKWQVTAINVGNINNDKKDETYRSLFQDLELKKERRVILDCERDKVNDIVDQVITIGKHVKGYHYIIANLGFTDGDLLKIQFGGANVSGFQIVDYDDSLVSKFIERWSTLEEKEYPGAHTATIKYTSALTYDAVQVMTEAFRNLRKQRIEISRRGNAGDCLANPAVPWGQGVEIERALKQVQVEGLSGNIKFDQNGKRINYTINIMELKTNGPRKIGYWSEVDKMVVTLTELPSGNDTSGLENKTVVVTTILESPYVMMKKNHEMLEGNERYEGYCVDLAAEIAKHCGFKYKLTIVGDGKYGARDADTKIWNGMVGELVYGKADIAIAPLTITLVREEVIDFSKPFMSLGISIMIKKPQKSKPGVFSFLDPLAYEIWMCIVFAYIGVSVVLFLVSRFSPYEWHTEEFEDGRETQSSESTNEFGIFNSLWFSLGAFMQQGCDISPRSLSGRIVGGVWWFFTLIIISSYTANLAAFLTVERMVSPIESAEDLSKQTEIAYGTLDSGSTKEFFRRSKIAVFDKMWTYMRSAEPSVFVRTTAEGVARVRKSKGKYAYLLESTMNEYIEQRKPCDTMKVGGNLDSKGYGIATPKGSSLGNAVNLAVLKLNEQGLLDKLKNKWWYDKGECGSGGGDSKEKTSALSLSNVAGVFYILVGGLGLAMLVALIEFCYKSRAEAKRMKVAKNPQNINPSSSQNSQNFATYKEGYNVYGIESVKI
AMPAR-TARP mod agonism max-min: second read-out of AMPAR-TARP mod, no call of its own (marks repeat the call); compound max-min signal; compound-alone response (agonism);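 unitless range of fluorescence divided by baseline over first 100 seconds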
AMPAR-TARP mod glutamate slope: also measured in AMPAR-TARP mod; calls as there; glutamate slope, % of max; measured here: glutamate response slope, % max;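 scaled per plate between vehicle wells and maximal 1 mM glutamate control wells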
* hit, by the source's call; i = inactive; + = active, no number. Some of the compounds tested; count on the stated rates, not on these rows.

SMILES	AMPAR-TARP mod	AMPAR-TARP mod agonism max-min	AMPAR-TARP mod glutamate slope
COc1ccc(CNC(=O)C(=O)Nc2ccc3c(c2)N(C(=O)C(C)C)CCC3)cc1	i	0.054	50.2
O=C(c1ccc(Br)o1)N1CCN(c2ncnc3c2nnn3-c2ccc(F)cc2)CC1	i	0.0669	55.5
O=C(NCC(O)(c1ccccc1)C(F)(F)F)c1cccs1 (stereo not given)	i	0.12	48.8
Cn1c(=O)n(CC(N)=O)c(=O)c2c1nc1n2CCCN1c1cccc(Cl)c1	i	0.0483	46.4
CCCc1cc(=O)[nH]c(-n2nc(C3CC3)cc2NC(=O)CCc2ccc(OC)cc2)n1	i	0.0871	65.2
O=C(c1ccc(=O)oc1)N1CCN(Cc2nc(-c3ccccc3)cs2)CC1	i	0.137	52.7
CC(C)c1ccc(NC(=O)c2ccc([N+](=O)[O-])cc2)cc1	i	0.0794	61.3
Cc1ccc(C)c(OCC(=O)Nc2ccc(N3CCOCC3)cc2)c1C	i	0.0844	60.1
O=C(NCCCn1ccnc1)C1COCC(=O)N1Cc1ccccc1 (stereo not given)	i	0.0868	58.3
COc1ccc(Cl)c2sc(N(Cc3cccnc3)C(=O)c3cc(C)no3)nc12	i	0.066	53.1
COc1cc(CSc2ncnc3c2nnn3C)cc(OC)c1	i	0.0326	33.4
Cc1cc(NC(=O)c2ccc([N+](=O)[O-])c(C)c2)ccc1N1CCCCC1=O	i	0.1	52.0
O=C(CCN1CCCC1)Nc1ccc2c(c1)OCO2	i	0.0964	60.6
COc1ccc(S(=O)(=O)N2CCC(c3nnc(C4CC4)o3)CC2)cc1	i	0.0678	56.8
Cc1ccc(NC(=O)c2ccc(=O)n(CC(=O)Nc3ccc(C(C)C)cc3)n2)cc1	i	0.118	56.5
Cc1ccccc1-c1cc2c(=O)n(Cc3nc(-c4ccccc4C)no3)ccn2n1	i	0.0928	57.5
CCOC(=O)Cc1csc(NC(=O)CN2CCC(c3nnc(C(C)C)o3)CC2)n1	i	0.0663	61.0
O=C(CC1CCCCC1)N1CCN(c2ncnc3c2nnn3-c2ccc(Cl)cc2)CC1	i	0.0835	35.7
C=CCc1ccc(OCC(O)CN2CCN(CC)CC2)c(OC)c1 (stereo not given)	i	0.0381	52.4
COc1cc(NC(=O)c2n[nH]nc2Nc2cccc(Cl)c2)cc(OC)c1	+	0.152*	37.5*
O=C(CCC1CCCC1)Nc1ccc(CC(=O)N2CCCC2)cc1	i	0.0373	20.6
O=[N+]([O-])c1ccc(Cl)c(S(=O)(=O)NCCOc2ccc(-c3cccs3)nn2)c1	i	0.0648	46.4
CCCN1C(=O)C(C)(C)COc2cc(NC(=O)CCS(=O)(=O)c3ccccc3)ccc21	i	0.117	66.3
O=C(CSc1ccc(F)cc1)NCC1(c2cccs2)CCOCC1	i	0.127	53.4
Cc1cc(NC(=O)c2ccccc2Cl)n(-c2nc(-c3cccs3)cs2)n1	i	0.0607	38.9
CCOC(=O)N1CCc2c(sc(NC(=O)CCc3ccccc3)c2-c2nc3ccccc3s2)C1	i	0.0928	60.1
CSc1ccccc1C(=O)N1CCC(Cn2nc(C)cc2C)CC1	i	0.0778	81.9
Cn1nc(CNC(=O)CSc2nc3ccccc3o2)c2ccccc2c1=O	i	0.131	46.7
CC(=O)Nc1ccc(S(=O)(=O)NCC(c2cccn2C)N2CCOCC2)cc1 (stereo not given)	i	0.0722	46.0
CC(=O)N1CCN(c2ccnc3c2c(=O)n(CC(=O)NCC2CCCO2)c(=O)n3C)CC1 (stereo not given)	i	0.0945	78.2
CC1CC(C)CN(S(=O)(=O)c2c(F)cccc2F)C1 (stereo not given)	+	0.0385*	95.1*
COc1ccccc1OCC(=O)NCCS(=O)(=O)N1CCN(c2cccc(C)c2)CC1	i	0.0911	67.5
COc1ccc(N2CCN(S(=O)(=O)c3cc(C(=O)Nc4ccc(C(C)C)cc4)ccc3F)CC2)cc1	i	0.108	60.1
O=C(Nc1nc(-c2ccncc2)cs1)C1CCCN1S(=O)(=O)c1cccs1 (stereo not given)	i	0.102	68.7
Cc1cc(C)nc(SCc2c(C(=O)NCc3cccs3)nnn2-c2ccccc2)n1	i	0.0406	69.3
O=S(=O)(NCC(O)c1ccsc1)c1ccc2c(c1)OCCO2 (stereo not given)	i	0.106	70.3
O=C(NC1CCCC1)C1CCN(C(=O)c2n[nH]c3ccccc23)CC1	i	0.0682	48.3
Cc1cc(=O)c2cc(C(=O)Nc3ccncc3)ccc2[nH]1	i	0.18	59.6
Cc1ccc(C(=O)Nc2sc3c(c2-c2nc4ccccc4s2)CCN(C)C3)cc1C	i	0.0822	45.1
CCOC(=O)c1ccc(NC(=O)Cn2cc(OC)c(=O)cc2CSc2nc(C)cs2)cc1	i	0.0369	47.2
O=C(Nc1ccc(S(=O)(=O)N2CCN(c3cnccn3)CC2)cc1)c1cccc(C(F)(F)F)c1	i	0.121	62.1
Cc1cc(NC(=O)C(=O)NCCc2c[nH]c3ccccc23)ccc1N1CCCC1=O	i	0.0509	37.7
CCC(=O)c1ccc(OCC(O)CN2CCN(c3ccccc3Cl)CC2)cc1 (stereo not given)	i	0.0665	36.5
COc1ccc(CC(C)(O)CNC(=O)c2ccccc2OC)cc1 (stereo not given)	i	0.0819	59.3
O=C(C1CCCC1)N1CCc2ccc(NS(=O)(=O)c3ccc4c(c3)OCCO4)cc21	i	0.0517	69.3
C=CCNC(=O)C(=O)N1CCN(C(c2ccccc2)c2ccccc2)CC1	i	0.11	57.7
CSc1ccc(C2C(C(=O)Nc3cccc(F)c3)=C(C)NC3=C2C(=O)CC(C)(C)C3)cc1 (stereo not given)	i	0.101	48.3
CC(C)NC(=O)C(=O)NCC(O)(c1cccs1)C1CC1 (stereo not given)	i	0.101	46.1
CS(=O)(=O)N1CCC(C(=O)Nc2cc(-c3cccs3)nn2CCO)CC1	i	0.0902	67.0
NC(=O)C1CCN(C(=O)Cn2cnc(-c3ccccc3)cc2=O)CC1	i	0.0859	35.6
CCC(=O)Nn1cnc2c(cnn2C(C)(C)C)c1=O	i	0.0773	54.0
Cc1ccc(S(=O)(=O)c2c(C)nn(C(C)(C)C)c2OC(=O)CCCc2ccccc2)cc1	i	0.0609	58.1
CN1CCN(C(CNS(=O)(=O)c2ccc3c(c2)OCCO3)c2cccn2C)CC1 (stereo not given)	i	0.0551	59.4
CCCC(=O)Nc1cccc(-c2cn3nc(OC)ccc3n2)c1	i	0.0548	44.4
CC(C)CN(Cc1c(O)ccc2c1oc(=O)c1ccccc12)CC(C)C	i	0.0767	30.5
COc1ccc(-c2ccc(N3CCN(C(=O)c4c(F)cccc4F)CC3)nn2)cc1OC	i	0.0505	40.6
O=c1ccc(-c2ccc(F)cc2)nn1CCCNS(=O)(=O)c1ccc(F)c(Cl)c1	i	0.136	58.1
O=C(CSCc1ccccc1)Nc1cc(-c2ccco2)nn1-c1nc2c(c(=O)[nH]1)CCCC2	i	0.0982	68.9
Cc1ccc(NC(=O)NCC2(O)CCCC2)cc1C	i	0.0929	64.7
CC(=O)Nc1ccc(NC(=O)c2ccc(=O)n(Cc3cccc(C(F)(F)F)c3)c2)cc1	i	0.045	63.2

(listing goes on)
SMILES	AMPAR-TARP mod	AMPAR-TARP mod agonism max-min	AMPAR-TARP mod glutamate slope
CC(C)(C)NC(=O)C(=O)NCC1CCN(C(=O)COc2ccccc2)CC1	i	0.114	58.9
CS(=O)(=O)c1ccc(CC(=O)N2CCN(c3nc4c(F)cccc4s3)CC2)cc1	i	0.0532	54.0
COc1ccc(N2CCn3c2nc2c3c(=O)n(CC(=O)O)c(=O)n2C)cc1	i	0.0681	27.8
CC(=O)N1CCc2ccc(NC(=O)C3CCN(S(C)(=O)=O)CC3)cc2C1	i	0.0649	49.7
Cc1cc(NC(=O)Cn2cnc(-c3ccccc3)cc2=O)no1	i	0.0783	49.5
CC1CCc2c(sc(NC(=O)CCCS(=O)(=O)c3ccccc3)c2C#N)C1 (stereo not given)	i	0.0625	65.0
CCn1nnc2c(N3CCN(C(=O)/C=C\c4ccc(OC)cc4)CC3)ncnc21	i	0.0488	52.3
COc1ccc([N+](=O)[O-])cc1N1C(=S)N(c2ccccc2)C2CS(=O)(=O)CC21 (stereo not given)	i	0.083	62.2
CCC(C(=O)NCCCn1cccc1)c1ccccc1 (stereo not given)	i	0.0578	50.4
CCS(=O)(=O)c1ccc(CC(=O)Nc2cc(C)nn2C(C)C)cc1	i	0.0769	49.2
CCCOC(=O)c1c(N)n(CCC)c2nc3ccccc3nc12	i	0.143	46.0
COc1ccc(F)cc1S(=O)(=O)NCCc1csc(-c2ccc(C)cc2)n1	i	0.122	49.9
COc1cn(CC(=O)Nc2cccc(C(F)(F)F)c2)c(CSc2nc(C)cc(C)n2)cc1=O	i	0.0524	55.6
COc1ccc(S(=O)(=O)N2CCCOC2CNC(=O)C(=O)NCCO)cc1OC (stereo not given)	i	0.112	59.9
CCCCN1C(=O)CCc2cc(NC(=O)c3cc(OC)cc(OC)c3)ccc21	i	0.0639	49.4
CCCN(CCC)C(=O)Cn1c(C2CC(=O)N(c3ccccc3C)C2)nc2ccccc21 (stereo not given)	i	0.0609	66.7
COc1ccc(Cl)cc1-n1nnc(C(=O)NCC2CCCO2)c1C (stereo not given)	i	0.0835	56.6
O=C(CSc1nccn2nc(-c3ccccc3)cc12)NCc1ccccc1	i	0.136	47.9
CC(=O)Nc1cccc(NC(=O)Cc2cc(-c3ccc(F)cc3)on2)c1	i	0.106	45.8
COc1ccc(S(=O)(=O)CC(=O)Nc2nc(-c3ccc(C#N)cc3)cs2)cc1	i	0.0285	46.5
O=C(CCSc1ccccc1)Nc1ccc2c(c1)N(C(=O)C1CC1)CC2	i	0.134	59.5
COc1ccccc1NC(=O)Cn1nc(-c2ccco2)c2sc(N3CCCCC3)nc2c1=O	i	0.0631	57.3
COCCCNC(=O)C(=O)NCc1ccc(C)cc1	i	0.114	65.0
Cc1noc(C)c1C(=O)N1CCN(Cc2nnnn2-c2ccc(F)c(F)c2)CC1	i	0.0669	53.1
O=C(/C=C/c1ccc2c(c1)OCO2)NCCC(O)c1cccs1 (stereo not given)	i	0.0747	63.5
CCCNC(=O)c1c(N)n(-c2cc(OC)cc(OC)c2)c2nc3ccccc3nc12	i	0.123	66.7
COc1cc(C2NC(=O)NC(C)=C2C(=O)OC(C)C)ccc1OC(F)F (stereo not given)	i	0.13	65.7
COc1ccc(Cl)cc1NC(=O)Cn1ncn2nc3c(c2c1=O)CCCC3	+	0.157*	65.6*
CCCC(=O)Nc1ccc2c(c1)C(=O)CC(c1cc(OC)c(OC)c(OC)c1)O2 (stereo not given)	i	0.105	61.1
CCOc1ccc(C(=O)N2CCN(c3ncnc4c3nnn4-c3ccc(OC)cc3)CC2)cc1	i	0.0988	66.6
CCN(C(C)=O)C1CCS(=O)(=O)C1 (stereo not given)	i	0.0457	52.2
Cc1nc(-n2cccc2)sc1C(=O)NCCCn1nc(-c2ccncc2)ccc1=O	i	0.0912	59.8
COC(=O)c1ccccc1C(=O)N1CCN(c2ncnc3c2nnn3-c2ccc(C)cc2)CC1	i	0.162	68.2
O=C(NCC1CCN(Cc2ccsc2)CC1)C(=O)Nc1ccccc1Cl	i	0.106	43.4
CN(C)C(CNS(=O)(=O)c1ccc2c(c1)OCCO2)c1cccs1 (stereo not given)	i	0.072	47.6
COCCn1c(=O)c2c(nc(-n3nc(C)cc3C)n2CCc2ccccc2)n(C)c1=O	i	0.0397	62.4
CC(C)N1C(=O)SC(Nc2cccc(C(=O)O)c2)C1=O (stereo not given)	i	0.0942	58.6
Cc1nnc(NC(=O)CCc2csc(NC(=O)c3ccc[nH]c3=O)n2)s1	i	0.101	54.0
CC1Cc2c(NC(=O)c3c[nH]c4ccccc34)nn(C)c2NC1=O (stereo not given)	i	0.105	52.2
CCc1ccc(S(=O)(=O)NCC(c2cccn2C)N2CCc3ccccc3C2)s1 (stereo not given)	i	0.0696	50.2

Some of these compounds in order of the AMPAR-TARP mod agonism max-min value, descending.
SMILES	AMPAR-TARP mod	AMPAR-TARP mod agonism max-min	AMPAR-TARP mod glutamate slope
COC(=O)c1ccccc1C(=O)N1CCN(c2ncnc3c2nnn3-c2ccc(C)cc2)CC1	i	0.162	68.2
CC1Cc2c(NC(=O)c3c[nH]c4ccccc34)nn(C)c2NC1=O (stereo not given)	i	0.105	52.2
Cc1nc(-n2cccc2)sc1C(=O)NCCCn1nc(-c2ccncc2)ccc1=O	i	0.0912	59.8
CCN(C(C)=O)C1CCS(=O)(=O)C1 (stereo not given)	i	0.0457	52.2
COCCn1c(=O)c2c(nc(-n3nc(C)cc3C)n2CCc2ccccc2)n(C)c1=O	i	0.0397	62.4

Source: PubChem (Vanderbilt High Throughput Screening Facility)
